Source: PubChem
RXFP1 antagonist = antagonists of human relaxin receptor RXFP1. Q9HBX9. HEK293-RXFP1, relaxin-stimulated cAMP HTRF, 30 min; hits give low values. activity change, negative = inhibition, % at 57.5 µM. hit rate 0.59% among 350,000;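 active = activity change of -60% or lower, but not beyond a set lower limit; inconclusive = change between -60% and -40%, or beyond the set limit; inactive = change above -40%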; also: % is scaled to controls: 0 for no effect and ±100 for the full control effect
Target sequence (Q9HBX9 whole entry, looked up): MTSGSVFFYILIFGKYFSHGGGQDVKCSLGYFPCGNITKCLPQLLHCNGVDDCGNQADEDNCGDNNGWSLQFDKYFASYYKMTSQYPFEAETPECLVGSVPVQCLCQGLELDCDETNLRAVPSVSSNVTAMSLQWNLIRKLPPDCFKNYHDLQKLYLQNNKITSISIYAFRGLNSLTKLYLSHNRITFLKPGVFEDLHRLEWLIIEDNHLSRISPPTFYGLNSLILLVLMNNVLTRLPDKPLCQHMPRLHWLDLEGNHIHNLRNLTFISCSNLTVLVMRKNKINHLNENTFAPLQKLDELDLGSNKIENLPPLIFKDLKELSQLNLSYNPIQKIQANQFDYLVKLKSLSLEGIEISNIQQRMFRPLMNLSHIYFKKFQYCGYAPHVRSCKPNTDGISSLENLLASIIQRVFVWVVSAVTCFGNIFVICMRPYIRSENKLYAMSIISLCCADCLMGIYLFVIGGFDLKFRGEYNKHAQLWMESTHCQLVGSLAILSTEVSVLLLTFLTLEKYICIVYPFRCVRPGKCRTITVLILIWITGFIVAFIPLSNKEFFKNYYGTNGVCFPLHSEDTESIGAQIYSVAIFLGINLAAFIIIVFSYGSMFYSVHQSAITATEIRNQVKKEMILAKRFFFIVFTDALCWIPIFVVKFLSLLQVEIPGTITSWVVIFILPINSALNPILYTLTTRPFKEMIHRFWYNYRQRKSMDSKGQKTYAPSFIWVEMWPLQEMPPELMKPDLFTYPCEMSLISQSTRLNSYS
TRHR agonist = TRH receptor (human) agonism; TRHR cells, calcium flux fluo-8, FDSS agonist mode; AID 493084; hit rate 0.18% among 360,000; P34981; activation, % at 2 µM; also: 0% is about no effect
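Read-out: compound-evoked intracellular calcium rise in TRHR cells, fluo-8 dye, kinetic FDSS fluorescence at 1 s/cycle following a 10-cycle baseline. Cells cultured overnight before dye loading (30 min–1.5 h, RT).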
D2 PAM = positively modulates the human D2 dopamine receptor allosterically | HEK293 T-REx D2, calcium flux, EC20 dopamine potentiation | hit rate 0.34% among 340,000 | AID 485347 | potentiation, % at 10 µM | P14416;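 active = potentiation over 3 SD above the plate norm, cut at about 30% in these data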; also: 0% is about no effect
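Tetracycline-induced Hek293 Trex D2 cells, force-coupled to calcium, loaded with no-wash calcium dye. Compound added with 180 s kinetic read for agonism, then EC20 dopamine and a further 180 s read for potentiation.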
D2 antag = antagonizes the human D2 dopamine receptor; HEK293 TREx D2 cells, calcium flux, dopamine EC80; hit rate 2% among 340,000; inhibition, % at 10 µM; P14416; in the data active = inhibition above about 30%; also: 0% is about no effect
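In this primary screen, negative modulation is detected by tracking calcium flux after an EC80 dopamine challenge in inducible HEK293 T-REx D2 cells preexposed to test compound for 180 s.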
D1 agonist = human D1 receptor agonism; P21728; HEK293 T-REx D1 cells, calcium flux, agonist mode; activation, % at 2 µM; hit rate 1% among 360,000; AID 504660; also: 0% is about no effect
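Tetracycline-induced HEK293 TREx D1 cells, force-coupled to calcium signalling, were dye-loaded with a no-wash calcium kit. Compound was pin-added after a 10 s baseline. Fluorescence was read kinetically at 1 cycle/s for 180 s, with calcium rises flagged as agonism.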
TRHR enhancer = allosterically enhances the human TRH receptor. P34981. TRHR cells, fluo-8 calcium fluorescence, EC20 TRH enhancement. enhancement, % at 2 µM. hit rate 0.66% among 360,000; in the data active = enhancement above about 30%; also: 0% is about no effect
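TRHR-expressing cells loaded with fluo-8 calcium dye were read kinetically (ex 480/em 530) during compound addition, then stimulated with an EC20 of TRH (10 nM final). Enhancement of the Gq-mediated intracellular calcium response was scored.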
D1 antag = antagonists of human D1 dopamine receptor. P21728. HEK293 TREx D1 cells, calcium flux, dopamine EC80; hits give low values. activity change, negative = inhibition, % at 10 µM. hit rate 3.2% among 360,000. AID 504652; in the data active = activity change below about -30%; also: % is scaled to controls: 0 for no effect and ±100 for the full control effect
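Kinetic fluorescence of a calcium dye serves as the read-out. D1-expressing Hek293 Trex cells, induced overnight at 30 C, are exposed to compound for 180 s before an EC80 dopamine addition, then read 180 s further.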
D2 ag = D2 dopamine receptor (human) agonism | HEK293 T-REx D2 cells, calcium flux agonist mode | P14416 | hit rate 0.53% among 340,000 | activation, % at 2 µM;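 active = activation over 3 SD above normal in the single-dose calcium agonist read, cut at about 30% in these data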; also: 0% is about no effect
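HEK293 Trex D2 cells, tetracycline-induced, o/n 30 C 5% CO2; no-wash Ca dye, RT 30–90 min; 10-cycle baseline, 23 nl cpd added, kinetic Ca read 180 s; agonist hits = positive Ca response.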
D1 potentiator = enhances dopamine response at the human D1 receptor. HEK293 TREx D1 cells, calcium flux, dopamine EC20 potentiation. potentiation, % at 10 µM. hit rate 0.036% among 360,000; in the data active = potentiation above about 30%; also: 0% is about no effect
* = called active by the depositor; ? = inconclusive; / = not tested or not shown. Rule as the data show it, unless noted: active = activation above about 30%; inactive = the rest.

The opening 8 entries, to show the layout:
#1 Cc1noc(C)c1C(=O)N1CCCC(N2CCN(c3cccc(C(F)(F)F)c3)CC2)C1 (stereo not drawn)
#2 COC(=O)c1cccc(NC(=S)NC(C)C)c1
#3 Cc1cc(OCC(=O)NNC(=O)CCc2ccccc2)ccc1Br
#4 COCCSc1nc2c(c(=O)[nH]c(=O)n2C)n1CCC(C)C
#5 CC(C)CCSc1nc(N)c(C#N)cc1C#N
#6 CCOC(=O)c1ccn(-c2nc(-c3cccc(OC)c3)cc(C(F)(F)F)n2)n1
#7 O=C1CCC(=O)N1CC(O)COc1ccccc1 (stereo not drawn)
#8 O=C(NC(=S)N1CCCCCC1)c1cccc([N+](=O)[O-])c1

screen / no.	1	2	3	4	5	6	7	8
RXFP1 antagonist	2	3	-28	/	17	-36	-8	3
TRHR agonist	-0.7	0.1	-0.3	0.8	0.7	-1.5	-0.5	0.7
D2 PAM	3	21	1	-4	-23	-6	5	13
D2 antag	-3	-10	0	29	6	/	-24	-9
D1 agonist	5	2	2	1	-2	-1	4	1
TRHR enhancer	2	2	-1	-8	-2	5	-6	3
D1 antag	11	-9	1	11	-21	-5	6	13
D2 ag	-0.3	1.1	-0.6	-0.1	-0.1	-0.7	0.4	-1.8
D1 potentiator	-5	-1	6	/	-5	0	3	-1

Main list, previewed entries included:
#1 Cc1noc(C)c1C(=O)N1CCCC(N2CCN(c3cccc(C(F)(F)F)c3)CC2)C1 (stereo not drawn)
#2 COC(=O)c1cccc(NC(=S)NC(C)C)c1
#3 Cc1cc(OCC(=O)NNC(=O)CCc2ccccc2)ccc1Br
#4 COCCSc1nc2c(c(=O)[nH]c(=O)n2C)n1CCC(C)C
#5 CC(C)CCSc1nc(N)c(C#N)cc1C#N
#6 CCOC(=O)c1ccn(-c2nc(-c3cccc(OC)c3)cc(C(F)(F)F)n2)n1
#7 O=C1CCC(=O)N1CC(O)COc1ccccc1 (stereo not drawn)
#8 O=C(NC(=S)N1CCCCCC1)c1cccc([N+](=O)[O-])c1

screen / no.	1	2	3	4	5	6	7	8
RXFP1 antagonist	2	3	-28	/	17	-36	-8	3
TRHR agonist	-0.7	0.1	-0.3	0.8	0.7	-1.5	-0.5	0.7
D2 PAM	3	21	1	-4	-23	-6	5	13
D2 antag	-3	-10	0	29	6	/	-24	-9
D1 agonist	5	2	2	1	-2	-1	4	1
TRHR enhancer	2	2	-1	-8	-2	5	-6	3
D1 antag	11	-9	1	11	-21	-5	6	13
D2 ag	-0.3	1.1	-0.6	-0.1	-0.1	-0.7	0.4	-1.8
D1 potentiator	-5	-1	6	/	-5	0	3	-1

#9 CCN1C(=O)C(CC(=O)Nc2ccc(OC)cc2)N(CCc2ccc(F)cc2)C1=S (stereo not drawn)
#10 O=C(CSc1nnc(-c2cccnc2)n1-c1ccc(SC(F)F)cc1)N1CCCc2ccccc21
#11 CCN1C(=O)/C(=C/c2ccc(C)o2)N(C)C1=S
#12 CC(C)=C(C#N)c1nc2ccccc2s1
#13 O=C(NCCc1ccccc1)C1CCN(S(=O)(=O)N2CCOCC2)CC1
#14 C/C(=N\NC(=O)c1ccc(F)cc1)c1cccc(NC(=O)c2ccco2)c1
#15 O=C(/C=C/c1ccccc1)NC1CC2CCC1C2 (stereo not drawn)
#16 CCOC(=O)C1CCN(C(c2ccc(SC)cc2)c2c(O)cc(C)n(Cc3ccco3)c2=O)CC1 (stereo not drawn)

screen / no.	9	10	11	12	13	14	15	16
RXFP1 antagonist	-18	3	-6	3	5	-2	-8	-12
TRHR agonist	2.6	-0.2	0.2	2.0	-0.4	0.2	-0.2	-0.3
D2 PAM	14	-2	9	-3	4	-2	-7	-7
D2 antag	-16	4	-10	-24	-13	-10	10	/
D1 agonist	3	1	-1	4	2	0	2	0
TRHR enhancer	5	1	1	-8	-3	-7	1	6
D1 antag	-12	-2	7	6	5	-16	6	-1
D2 ag	3.0	0.1	0.4	1.1	1.1	-1.1	-0.3	6.3
D1 potentiator	-2	2	-2	-4	-1	-3	-2	-5

#17 CCc1ccc(/C=N/NC(=O)c2c[nH]c3ccccc23)s1
#18 O=C(OCC(=O)c1ccc[nH]1)c1ccccc1
#19 CCOC(=O)c1c(NC(=O)/C=C/c2ccc(C)o2)sc(C)c1C
#20 COc1cc2[nH]c(C(=O)N3CCN(c4ccc(F)cc4)CC3)cc2c(OC)c1OC
#21 CNC(=O)c1ccccc1NC(=O)c1cccc(S(=O)(=O)N2CCCCC2)c1
#22 Cc1cc(Cl)ccc1NC(=S)NCc1ccc(S(N)(=O)=O)cc1
#23 COc1ccc(S(=O)(=O)N2CCC(N3CCN(Cc4ccccc4)C(=O)C3=O)CC2)cc1
#24 O=C(Nc1cccc(F)c1)N1CCN(C(=O)c2ccco2)CC1

screen / no.	17	18	19	20	21	22	23	24
RXFP1 antagonist	-7	-5	7	-2	-13	17	-1	3
TRHR agonist	-0.4	1.0	0.3	-0.9	-0.8	1.0	0.2	0.1
D2 PAM	-9	1	7	2	9	10	1	6
D2 antag	-5	-9	5	3	-20	14	/	1
D1 agonist	1	3	5	0	1	3	2	1
TRHR enhancer	13	-1	-3	2	-4	2	0	3
D1 antag	-19	0	22	-8	7	-8	-12	1
D2 ag	-1.2	0.3	-0.2	-1.7	-0.6	-0.4	-0.4	1.1
D1 potentiator	3	-4	9	-5	-4	-4	0	0

#25 CC(NC=C1C(=O)OC(C)(C)OC1=O)C(=O)O (stereo not drawn)
#26 CC1CCN(C(=O)/C(=C/c2ccccc2Cl)c2ccccc2)CC1
#27 CN(CC(=O)Nc1ccc(Cl)cc1)C(=O)COc1ncnc2ccccc12
#28 O=Cc1cccc(OC(=O)c2ccc(Cl)cc2Cl)c1
#29 O=C(CC1NCCNC1=O)Nc1ccc2c(c1)OCCO2 (stereo not drawn)
#30 CCn1cc(C(=O)N2CCN(c3cc(Cl)ccc3C)CC2)c(=O)c2cc(S(=O)(=O)N3CCCC3)ccc21
#31 O=C(c1cccc(F)c1)N1CCN(C2CCCCC2)CC1
#32 CCC(=O)Nc1ccc(N2CCN(S(C)(=O)=O)CC2)cc1

screen / no.	25	26	27	28	29	30	31	32
RXFP1 antagonist	7	-10	15	/	-1	-1	-22	/
TRHR agonist	0.7	-0.4	-0.4	-0.9	0.1	-1.2	-0.1	0.1
D2 PAM	17	/	10	7	7	-11	2	3
D2 antag	8	/	-12	3	0	/	6	-10
D1 agonist	1	5	0	6	1	0	1	1
TRHR enhancer	3	-4	4	10	-5	-17	-2	4
D1 antag	-21	20	16	-11	-3	-6	2	0
D2 ag	0.4	/	-0.5	-0.4	0.6	0.4	-0.5	-0.4
D1 potentiator	4	0	-6	7	-2	2	-3	3

#33 COc1ccc(-c2cc3cccc(OC)c3oc2=O)cc1
#34 CCC1(CC)NC(=O)N(CC(=O)N2CCN(S(=O)(=O)c3cccc(F)c3)CC2)C1=O
#35 Cc1ccc(S(=O)(=O)N2CCOCC2)cc1C(=O)N1CCOCC1
#36 CCOC(=O)c1c(-c2ccc(Br)cc2)csc1NC(=O)c1ccc(F)cc1
#37 COc1cc(OC)c(NS(=O)(=O)c2cc3c(cc2C)N(C(C)=O)CCO3)cc1Cl
#38 O=C(CN(Cc1ccccc1Cl)C(=O)CNS(=O)(=O)c1ccccc1)NCC1CCCO1 (stereo not drawn)
#39 COc1ccc(NC(=O)c2sc3nc(C)c(C(=O)Nc4ccc(Cl)cc4)c(-c4ccc(Br)cc4)c3c2N)cc1
#40 CN(C)c1ccc(/C=C(\C#N)C(=O)c2ccccc2)cc1

screen / no.	33	34	35	36	37	38	39	40
RXFP1 antagonist	-4	2	8	-6	-2	11	-10	-4
TRHR agonist	-1.0	0.9	1.1	-1.1	-0.1	-0.4	-0.6	138*
D2 PAM	-2	1	18	-7	-3	4	/	-8
D2 antag	8	-4	/	/	/	0	/	-71
D1 agonist	1	2	3	0	1	0	9	401*
TRHR enhancer	-2	2	0	3	-3	-12	3	29
D1 antag	-3	7	0	2	-9	26	-6	-39*
D2 ag	0.0	0.0	/	-0.1	1.0	-0.4	0.0	163*
D1 potentiator	2	-1	-2	1	-2	-2	-1	22

#41 Cc1nc(Oc2ccccc2)c2ccccc2n1
#42 COc1cccc(/C=N/N2C(=O)CSC2=S)c1O
#43 Cc1ccc(NC(=O)C(C)c2ccc([N+](=O)[O-])cc2)cc1Cl (stereo not drawn)
#44 COc1ccc(OC)c2[nH]c(=O)c(CCNC(=O)c3cccs3)cc12
#45 Cc1ccc2nc(Cl)c3cc(C(=O)NC4CCC(C)CC4)sc3c2c1 (stereo not drawn)
#46 Fc1ccc(-c2csc3ncnc(Cl)c23)cc1
#47 CC1CN(c2ccccc2)C(=O)CS1 (stereo not drawn)
#48 COc1cccc(-c2nc(NC(C)(C)C)c3ccccc3n2)c1O

screen / no.	41	42	43	44	45	46	47	48
RXFP1 antagonist	4	7	-27	-12	-37	-23	6	-24
TRHR agonist	0.1	0.5	0.8	1.0	-0.3	-0.1	0.5	0.2
D2 PAM	15	-2	-14	-3	-3	4	2	11
D2 antag	1	10	-15	/	/	-10	1	2
D1 agonist	4	2	18	0	0	13	3	1
TRHR enhancer	-7	2	-1	-6	2	11	10	-17
D1 antag	8	-13	5	6	3	-8	9	34
D2 ag	-0.3	-0.2	0.5	/	0.3	-0.4	-0.7	0.3
D1 potentiator	-5	-14	-1	-2	2	-4	-1	3

#49 Cc1cccc(C(=O)OCC(=O)c2c(N)n(CC(C)C)c(=O)n(C)c2=O)c1O
#50 CCOc1ccccc1NC(=O)c1ccc(S(=O)(=O)N(C)C)cc1
#51 Cn1c(=O)c2c(nc(SCc3nc(N)nc(N4CCCCC4)n3)n2C)n(C)c1=O
#52 CC(C)N(Cc1nc(-c2ccc(Cl)cc2)no1)Cc1nccn1C
#53 CC(C)(C)C(=O)NNC(=O)CCCOc1ccc(Cl)cc1Cl
#54 CN(C)CCCN(C(=O)c1ccc(S(=O)(=O)N2CCCCCC2)cc1)c1nc2cc3c(cc2s1)OCCO3
#55 Cc1cc(NC(=O)CN2C(=O)CCSc3ccccc32)no1
#56 CCCCNC(=O)C1=C(N)C(C(=O)Nc2ccc(C)c(S(=O)(=O)N3CCCCC3)c2)SC1=Nc1ccc(C)cc1C (stereo not drawn)
#57 Cc1c(-c2ccccc2)nnn1-c1ccc(F)cc1F

screen / no.	49	50	51	52	53	54	55	56	57
RXFP1 antagonist	1	-7	-6	?	-4	-14	-11	-5	-5
TRHR agonist	0.6	-0.6	0.5	-0.3	0.4	2.0	-0.1	-0.7	-0.4
D2 PAM	-1	3	-22	-2	7	-4	5	3	-8
D2 antag	6	7	5	-11	19	27	-3	-1	-10
D1 agonist	10	4	0	4	8	0	2	1	1
TRHR enhancer	-9	-4	1	-3	1	6	-9	-4	0
D1 antag	5	-3	0	6	-17	-1	5	6	-2
D2 ag	-0.9	-1.3	0.2	-1.0	0.3	0.1	-0.6	-0.1	1.8
D1 potentiator	-3	-6	-4	5	-5	-3	1	-1	0
